Pf growth 48h: P. falciparum growth inhibition at 48 hours (one generation); Potency, µM (top dose mostly 28.7 µM), for the others: at the highest dose activity change, negative = inhibition, hits mostly inhibitors; 310,000 tested, 5.9% active; P. falciparum luciferase growth in erythrocytes, 48 h; AID 504832; further: potency means the concentration at half of the fitted maximal effect; on the % scale 0 is the no-effect control and ±100 the full control effect
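Growth was read as firefly luciferase luminescence after a 48 h, 37 C, 5% CO2 exposure of compounds to reporter-bearing P. falciparum cultures (0.1% parasitemia, 2% hematocrit final) in Albumax-supplemented RPMI 1640.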
Tb PYK inh: blocks Trypanosoma brucei pyruvate kinase; 410,000 tested, 0.12% active; TbPYK enzyme, Kinase-Glo Plus ATP luminescence, 45 min; Potency, µM (highest dose often 76.8 µM), for the others: at the top dose activity, negative = inhibition, usual class: inhibitors; Q57TT1; further: potency means the concentration at half of the fitted maximal effect; on the % scale 0 is the no-effect control and ±100 the full control effect; nearly all actives have a fitted effect of over 50% in size
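Assay buffer: 50 mM TEA pH 7.2, 100 mM KCl, 10 mM MgCl2, 0.05% BSA, 0.01% Tween-20. Pyruvate kinase from T. brucei plus substrate met compound, then ADP (130 uM final). Luminescence was read post 45 min RT.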
LmPK inhibitor: blocks Leishmania mexicana pyruvate kinase activity | purified LmPK, Kinase-Glo ATP luminescence, 1 h | Potency, µM (top dose mostly 57.5 µM), for the others: top-dose activity change, negative = inhibition, hits mostly inhibitors | 290,000 tested, 0.37% active | AID 1721; further: potency means the concentration at half of the fitted maximal effect; on the % scale 0 is the no-effect control and ±100 the full control effect
Target sequence (Q27686 whole entry, looked up): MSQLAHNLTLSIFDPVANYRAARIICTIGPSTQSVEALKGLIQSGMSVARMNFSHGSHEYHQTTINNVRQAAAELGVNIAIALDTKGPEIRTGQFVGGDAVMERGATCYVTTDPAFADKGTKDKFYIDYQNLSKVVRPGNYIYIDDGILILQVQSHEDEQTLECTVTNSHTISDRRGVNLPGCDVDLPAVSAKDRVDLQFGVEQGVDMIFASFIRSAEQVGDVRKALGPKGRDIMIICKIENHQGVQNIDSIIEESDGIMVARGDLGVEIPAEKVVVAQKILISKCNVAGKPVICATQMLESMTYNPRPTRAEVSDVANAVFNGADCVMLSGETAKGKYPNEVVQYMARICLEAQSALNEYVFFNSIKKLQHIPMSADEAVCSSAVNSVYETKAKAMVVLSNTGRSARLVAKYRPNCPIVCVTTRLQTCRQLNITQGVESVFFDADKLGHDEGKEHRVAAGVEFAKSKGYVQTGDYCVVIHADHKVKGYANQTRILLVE
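Pyruvate kinase activity monitored as ATP production (luciferase luminescence). Conditions: 0.1 nM enzyme, 0.5 mM PEP, 0.1 mM ADP, 1 h, RT; normalized against uninhibited and no-enzyme wells.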
CHX counter: counter-screen hit for Shiga toxin inhibitors, cycloheximide | cell reporter, cycloheximide protein synthesis inhibition counterscreen | max response, % | 300,000 tested, 12% active; in the data active means max response mostly above about 13%, no sharp cut-off; inactive means mostly below about 14%; further: read at 38.3 µM for the half of the compounds with a filed dose; 0% is about no effect
Shiga toxin inh: inhibitors of Shiga toxin in Vero cells. Vero cells, Shiga toxin protein synthesis inhibition reporter. inhibition, % at 38.7 µM. 290,000 tested, 9.2% active; in the data active means inhibition mostly above about 28%, no sharp cut-off; inactive means mostly below about 43%; further: 0% is about no effect
AMA1-RON2 inh: inhibitors of Plasmodium falciparum AMA1-RON2 interaction; AlphaScreen AMA1-biotinylated RON2 peptide binding; Potency, µM (highest dose often 58.2 µM), inactives show at the highest dose activity change, negative = inhibition, hits mostly inhibitors; 360,000 tested, 0.2% active; AID 720542;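 further: potency means the concentration at half of the fitted maximal effect; 0% = vehicle wells and -100% = peptide control; nearly all actives have a fitted effect of over 45% in size; some results filed as inactive show a strong effect at the top dose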
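AMA1 (3D7) with his tag at 25 nM final met compounds first, then biotinylated RON2 peptide at 25 nM; detection used donor plus acceptor beads, 10 µg/mL apiece, read by AlphaScreen after 30 min at room temperature.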
Pf growth 96h: P. falciparum growth inhibition at 96 hour, primary screen for plastid delayed-death inhibitors. P. falciparum luciferase reporter growth, 96 h. Potency, µM (series often up to 28.7 µM), for the others: at the highest dose activity change, negative = inhibition, usual class: inhibitors. 320,000 tested, 6.9% active. AID 504834; further: potency means the concentration at half of the fitted maximal effect; on the % scale 0 is the no-effect control and ±100 the full control effect
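P. falciparum expressing integrated firefly luciferase, in erythrocytes at 2% hematocrit, 0.05% parasitemia, incubated with compounds 96 h at 37 C, 5% CO2. Growth inhibition read as loss of luminescence; two-generation exposure targets delayed-death apicoplast inhibitors.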
Numbers without * were called inactive; ? = inconclusive; . = not tested or not shown; + = active, no number; & = joins results of further samples; ! = not confirmed by another sample; [ ] = another dose, or the depositor's remark. Unless noted, the call rests on the fitted dose curve; in most records, active means well fitted curve in the direction sought with a large enough effect; inconclusive means small, poorly fitted or top-dose-only effect, or another doubt; inactive means no such curve, though single readings can be large; an effect the other way counts as inactive or inconclusive.

structure	CHX counter	AMA1-RON2 inh	Pf growth 96h	Shiga toxin inh	Tb PYK inh	LmPK inhibitor	Pf growth 48h
Cc1nn(CC(C)C)c(Cl)c1C(=O)NC1CCCCC1	.	-5%	3%	.	0%	.	-19%
CCC(=O)Oc1ccc(NC(=O)CSCc2ccccc2)cc1	25*	-6%	27%	96*	6%	-1%	38%[activator]
CCCN1C(=O)S/C(=C\c2ccc(N3CCOCC3)o2)C1=O	41*	-8%	-9%	98*	?	-5%	-26%
Cc1ccccc1-c1nc2ccccc2c(=O)n1/N=C/c1ccccc1[N+](=O)[O-]	7	-2%	0%	-18	-16%	0%	?
CCN(C(=O)CCc1ccccc1)C1CCCCC1	1	3%	?	13	3%	2%	10%
COCCN1C=C2C(=O)C(C)(OC(=O)CCC(=O)OC)C(=O)C=C2C=C1C1CC1 (centres undefined)	-2	0%	?	-1	1%	-1%[11.5 µM]	36%[activator]
COC(=O)c1ccc(CNC(=O)C(NC(=O)c2ccco2)C(C)C)cc1 (centres undefined)	-2	1%	11%	-6	0%	0%	4%
COC(=O)c1c(C)[nH]c(O)c1C=Nc1ccc(C#N)cc1	8	-9%	65%[1.15 µM]	2	-9%	0%	34%[1.15 µM]
CCCc1nnc(SCC(=O)N2CCOCC2)n1Cc1ccco1	-2	10%	54%[activator]	27	1%	-6%	-3%
C=CCn1c(SCC(=O)Nc2ccc3c(c2)OCO3)nnc1-c1ccccc1OC	3	0%	-23%	-4	-6%	2%	-22%
CC1CCN(C(=O)C2CCN(S(=O)(=O)c3ccc4c(c3)CC(C)N4C(=O)C3CC3)CC2)CC1 (centres undefined)	-3	-3%	0%	-6	-3%	-2%	9.3µM*
Cc1occc1C(=O)NNC(=O)CN1C(=O)NC2(CCCCC2)C1=O	.	-3%	38%[activator]	.	6%	.	36%[activator]
COc1ccc(CCc2nnc(CCC(=O)NCc3cnn(-c4ccccc4C)c3)o2)cc1	10	2%	9.3µM*	15	-1%	4%	-15%
CCN1CCN(C(=O)C(=O)c2cn(CC(=O)N(CC)CC)c3ccccc23)CC1	-4	-8%	?	-2	-12%	-6%	-26%
Cc1ccccc1COC(=O)CCCC1=NS(=O)(=O)c2ccccc2N1	8	-7%	?	-12	-2%	-2%	?
NC(=O)C1CCN(C(=O)c2ccc(NS(=O)(=O)c3ccc(F)cc3)cc2)CC1	.	-8%	?	.	-2%	.	?
COc1cccc(CN2CCNC(=O)C2CC(=O)NCC(C)(C)N2CCOCC2)c1OC (centres undefined)	-1	24%	10µM*	16	-5%	-4%	3%
Cc1ccccc1N1C(=O)C(Cl)=C(N2CCCCCC2)C1=O	-2	74%[activator]	.	30	-5%	1%	-10%
O=C(CN1C(=O)CC(c2ccco2)Sc2ccccc21)NCC1CCCO1 (centres undefined)	-2	-5%	31%[activator]	-15	-8%	5%	?
CCOC(=O)C(C)n1ncn2cccc2c1=O (centres undefined)	10	3%	-7%	12	-10%	1%	1%
Cc1ccc(C(=O)C[n+]2ccc(Cc3ccccc3)cc2)cc1	-2	9%	8.3µM*	17	1%	1%	?
CCOC(=O)c1sc(-c2ccc(F)cc2)cc1NC(=O)Nc1ccccc1OC	-4	-2%	8.3µM*	-10	8%	2%	?
Cc1ccc(C(=O)C2Oc3ccccc3C3CC(c4ccc(C)cc4)=NN23)cc1 (centres undefined)	53*	0%	40%[activator]	60*	2%	1%	?
COCCn1cnnc1SCC(=O)Nc1cccc(S(=O)(=O)N2CCCCCC2)c1	-4	-3%	?	0	0%	-1%	-4%
CCOC(=O)NC(CC(=O)O)c1ccc(OC)cc1 (centres undefined)	-4	2%	?	27	-4%	2%	-2%
CCCc1cnc(N2CCN(C(=O)c3ccccc3)CC2)nc1	-2	-2%	2%	18	4%	5%	-8%
COc1cccc(CN(C)C(=O)CSc2nc3ccccc3[nH]2)c1OC	26*	1%	0%	46*	3%	-3%	-10%
CCC1CCC(c2nnc(-c3ccc(Br)cc3)o2)CC1 (centres undefined)	7	36%[activator]	-11%	-20	-19%	-4%	19%
COc1c(Cl)cc(Cl)cc1CNCc1ccccc1	4	11%	9%	30	-7%	1%	6%
CC(C)CCN1C(=O)c2ccc(C(=O)NCc3ccccn3)cc2C1=O	.	75%[activator]	3%	.	-1%	.	23%
Cc1cc(=S)c2cccc(C)c2[nH]1	-2	8%	100%[activator]	-5	-8%	-3%	?
O=S1(=O)CCN2C(c3ccc4c(c3)CCCC4)=CSC2=N1	-3	-4%	?	-2	-2%	-8%	-4%
Cc1[nH]nc2c1C(c1ccc(Cl)cc1)C(C#N)=C(N)O2 (centres undefined)	19*	-9%	-37%	-13	2%	-4%	0%
COCCNS(=O)(=O)c1ccc(-c2ccc(S(=O)(=O)NCCOC)cc2)cc1	43	-10%	62%	84	0%	2%	0%
CCOC(=O)c1ccc2c(c1)N(CC(=O)N1CCCC1)C(=O)C(C)(C)O2	-8	21%	8%	-44	-7%	0%	-8%
Cc1ccc(/C(N)=N/OC(=O)c2cc(-c3ccccc3)nc3ccccc23)cc1	3	19%	35%[activator]	-6	0%	-4%	-1%
COC(=O)c1cc(Cl)c(N)cc1OC	0	-4%	.	24	3%	-4%	26%
NC(=O)CC[C@@H]1NC(=O)[C@H](Cc2ccccc2)NC(=O)[C@H](Cc2ccc(O)cc2)NC(=O)[C@@H](N)CSSC[C@@H](C(=O)N2CCC[C@H]2C(=O)N[C@@H](CCCN=C(N)N)C(=O)NCC(N)=O)NC(=O)[C@H](CC(N)=O)NC1=O	4&-3	.	12µM*!	-5&-7	1%	5%	?
CNC(=S)N(Cc1cc2cc(C)cc(C)c2[nH]c1=O)C1CCCC1	-3	-14%	?	-17	-10%	2%	?
Cc1oc2c(cc(NS(=O)(=O)c3ccc(F)cc3)c3ccccc32)c1C(=O)O	-3	-20%	7.4µM*	3	8%	5%	3%
COc1ccc2[nH]c(=O)c(CN(CCO)S(=O)(=O)c3ccc(C)cc3)cc2c1	-3	-3%	7%	22	2%	1%	8%
COc1cccc(-n2c(SCC(=O)NCC3CCCO3)nc3c([nH]c4ccccc43)c2=O)c1 (centres undefined)	2	-6%	?	-3	0%	-1%	?
O=C(Oc1c(-c2ccccc2)oc2ccccc2c1=O)c1ccccc1	-3	21%	?	20	2%	3%	7%
O=C(Nc1ccccc1Cl)c1ccccc1Cl	14	0%	46%[activator]	8	1%	-1%	28%
COc1ccc2[nH]c3c(=O)n(Cc4ccc(C(=O)N5CCC(C(N)=O)CC5)cc4)c(=S)[nH]c3c2c1	-3	77%[activator]	-3%	17	?	?	136%[activator]
Cc1ccc2c(c1)c(=O)c(Br)c(C)n2Cc1ccccc1	-2	18%	-22%	-6	-3%	1%	?
O=C(NC1CCCCC1)c1ccc(CN2CCOCC2)cc1	21	0%	-25%	51	-3%	-3%	46%[activator]
CCO[C@@H]1OC(C(=O)NCc2ccccc2)=C[C@H](C(C)(C)C)[C@H]1CCCO	-6	-19%	?	-3	-2%	2%	?
Cc1cc(Br)ccc1SCC(=O)OC/C(O)=C(\C#N)c1nc2ccccc2[nH]1	-2	84%[activator]	-14%	-7	-1%	0%	-1%
Cc1ccc(S(=O)(=O)Nc2cc(C(F)(F)F)ccc2N2CCOCC2)c(C)c1	-4	-1%	12µM*	14	-3%	-1%	?
S=C(Nc1ccc(Cl)cc1)N(CCCN1CCOCC1)Cc1cccs1	0	-18%	?	1	-3%	2%	-17%
Cc1cccc2sc(N(CCN(C)C)C(=O)c3ccc4ccccc4c3)nc12	-2	-16%	?	-12	1%	-2%	-24%
Cc1ccc(C(=O)OCC(=O)Nc2cc(F)ccc2F)cc1NC(=O)c1ccco1	-2	-2%	?	-9	0%	4%	.
Cc1cc(S(=O)(=O)NCc2ccccc2)ccc1OCC(=O)NCC1CCCO1 (centres undefined)	-5	-3%	-12%	-16	-3%	2%	3%
N#CC(C(=O)NC1CCCCC1)=C1CCCCCC1	-1	10%	26%	8	4%	-2%	-2%
CC(Oc1ccccc1)C(=O)Nc1ccc(NC(=O)c2ccccc2)cc1 (centres undefined)	-4	-3%	31%	-9	7%	6%	?
CSc1ccc(/C=N/N2CCN(Cc3ccccc3)CC2)cc1	30*	?	4%	49*	5%	5%	20%
Cc1cccc(NC(=O)CS(=O)(=O)c2cn(CC(=O)N3CCOCC3)c3ccccc23)c1	-9	9%	-46%	-18	-6%	0%[11.5 µM]	-4%
COCCSc1nc2c(c(=O)[nH]c(=O)n2C)n1Cc1cccc(C)c1	-3	-8%	?	-5	1%	-6%	-4%
CN1C2CC(OC(=O)C(CO)c3ccccc3)CC1C1OC12 (centres undefined)	-4&-4	3%&2%&0%	?	-1&-3	-21%&5%&3%	-13%&-1%	5%&37%&22%
CC1CCC2(CC1)NC(=O)N(Cc1cccc(C(F)(F)F)c1)C2=O (centres undefined)	8	24%	0%	8	6%	3%	6%
O=C(N/N=C/c1ccccn1)C12CC3CC(CC(C3)C1)C2	15*	3%[11.6 µM]	?	+	7%	0%	0%
COc1ccc(N2CCN(C(=O)c3cc4c(-c5cccc(OC)c5)nn(C)c4s3)CC2)cc1	-1	?	-6%	3	-11%	-1%	?

Among those listed so far, 3 have bromine.
structure	CHX counter	AMA1-RON2 inh	Pf growth 96h	Shiga toxin inh	Tb PYK inh	LmPK inhibitor	Pf growth 48h
CCC1CCC(c2nnc(-c3ccc(Br)cc3)o2)CC1 (centres undefined)	7	36%[activator]	-11%	-20	-19%	-4%	19%
Cc1ccc2c(c1)c(=O)c(Br)c(C)n2Cc1ccccc1	-2	18%	-22%	-6	-3%	1%	?
Cc1cc(Br)ccc1SCC(=O)OC/C(O)=C(\C#N)c1nc2ccccc2[nH]1	-2	84%[activator]	-14%	-7	-1%	0%	-1%

Screening results (PubChem BioAssay)
